From PubChem BioAssay
A549 tox – Nrf2 qHTS screen for inhibitors: counterscreen for cytotoxicity; Potency, µM (titrated, usually from 46 µM), for the others: at the top dose activity change, negative = cytotoxicity, usual class: inhibitors; AID 504648, 2011; A549 ARE-Fluc cells, CellTiter-Fluor viability, 18-24 h; actives 0.16% (n = 390,000); also: potency is read from the fitted curve at half-maximal effect; % is scaled to controls: 0 for no effect and ±100 for the full control effect
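A549 ARE_Fluc cells in 5% FBS OPTI-MEM were exposed to compounds in concentration-response for 18-24 h at 37 deg C. Viability was read by CellTiter-Fluor fluorescence (Ex 405/Em 525) after 30 min, before the luciferase read.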
TGFb inhibitor – qHTS for Inhibitors of TGF-b. actives 1.2% (n = 410,000). Potency, µM (top dose mostly 46.1 µM), for the others: top-dose activity, negative = inhibition, most hits filed as inhibitors. HepG2 CAGA-GFP TGF-b/SMAD3 reporter, GFP fluorescence, 18 h; TGF-beta stimulated, 500 pg/mL final. AID 588855, 2011; also: potency is read from the fitted curve at half-maximal effect; % is scaled to controls: 0 for no effect and ±100 for the full control effect; nearly all actives have a fitted effect of over 65% in size
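GFP signal (ex488/em500-530) from TGF-beta-stimulated HEPG2 CAGA-GFP cells, 500 pg/mL final, 18 h at 37 degrees C in DMEM plus 1% FBS, normalized to unstimulated and DMSO-stimulated controls.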
CCT chaperon mod – High-Throughput Screening for Modulators of Cytosolic Chaperonin Activity; activity change, % (concentration not given with the values), hits read low; actives 0.3% (n = 360,000); purified chaperonin ATPase assay, HTRF ADP detection, 30 min; in the data active = activity change below about -30%; also: % is scaled to controls: 0 for no effect and ±100 for the full control effect
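Nucleotide hydrolysis assay: TRiC at 20–40 nM final (set by batch activity) with 10 uM ATP, 30 min at 37 °C, in presence of 76 uM compound. Detection by competitive ADP HTRF, 30 min ambient.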
Nrf2 ARE act – qHTS of Nrf2 Activators | AREc32 ARE-luciferase reporter (MCF7-derived line), luminescence, 24 h | Potency, µM (doses to about 46.1 µM), for inactives: at the highest dose activation, hits mostly activators | actives 0.31% (n = 410,000) | AID 624171, 2012; also: potency is read from the fitted curve at half-maximal effect; % of control where 0% means no effect; nearly all actives have a fitted effect of over 65% in size
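Quantitative high-throughput format: AREc32 reporter cells, 1000 per well, received compound by pin transfer and were incubated 24 hr at 37 deg C, 5% CO2, before Steady-Glo luminescence detection.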
pAkt inh – HTS Assay for Inhibitors of Akt Phophorylation: Primary Screen. Neuro2A IGF-stimulated pAkt S473 HTRF, 20 min; stronger effect = lower value. activity change, % for hits at 50 µM. actives 0.32% (n = 360,000); in the data active = activity change below about -80%; inconclusive = mostly about -51% to -80%; also: % is scaled to controls: 0 for no effect and ±100 for the full control effect
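Neuro2A cells (4,500/well, DMEM with 0.5% FBS) were treated with compound at a single 50 µM final concentration, stimulated with 6 nM IGF for 20 min at 37 °C, and lysed. Phospho-Akt Ser473 was read by HTRF as 665/615 ratio ×10^4.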
EPAC2 antagonist – qHTS for Antagonist of cAMP-regulated guanine nucleotide exchange factor 2 (EPAC2): primary screen; Rap guanine nucleotide exchange factor 4 (Homo sapiens), Q8WZA2; EPAC2 GEF exchange of Rap1B-BODIPY-GDP, fluorescence; Potency, µM (doses to about 114 µM), for inactives: at the top dose activity, negative = inhibition, most hits filed as inhibitors; actives 0.18% (n = 360,000); AID 720708, 2013; also: potency is read from the fitted curve at half-maximal effect; % is scaled to controls: 0 for no effect and ±100 for the full control effect; nearly all actives have a fitted effect of over 45% in size; many of its hits are not listed in these tables
Target sequence (Q8WZA2 whole entry, looked up): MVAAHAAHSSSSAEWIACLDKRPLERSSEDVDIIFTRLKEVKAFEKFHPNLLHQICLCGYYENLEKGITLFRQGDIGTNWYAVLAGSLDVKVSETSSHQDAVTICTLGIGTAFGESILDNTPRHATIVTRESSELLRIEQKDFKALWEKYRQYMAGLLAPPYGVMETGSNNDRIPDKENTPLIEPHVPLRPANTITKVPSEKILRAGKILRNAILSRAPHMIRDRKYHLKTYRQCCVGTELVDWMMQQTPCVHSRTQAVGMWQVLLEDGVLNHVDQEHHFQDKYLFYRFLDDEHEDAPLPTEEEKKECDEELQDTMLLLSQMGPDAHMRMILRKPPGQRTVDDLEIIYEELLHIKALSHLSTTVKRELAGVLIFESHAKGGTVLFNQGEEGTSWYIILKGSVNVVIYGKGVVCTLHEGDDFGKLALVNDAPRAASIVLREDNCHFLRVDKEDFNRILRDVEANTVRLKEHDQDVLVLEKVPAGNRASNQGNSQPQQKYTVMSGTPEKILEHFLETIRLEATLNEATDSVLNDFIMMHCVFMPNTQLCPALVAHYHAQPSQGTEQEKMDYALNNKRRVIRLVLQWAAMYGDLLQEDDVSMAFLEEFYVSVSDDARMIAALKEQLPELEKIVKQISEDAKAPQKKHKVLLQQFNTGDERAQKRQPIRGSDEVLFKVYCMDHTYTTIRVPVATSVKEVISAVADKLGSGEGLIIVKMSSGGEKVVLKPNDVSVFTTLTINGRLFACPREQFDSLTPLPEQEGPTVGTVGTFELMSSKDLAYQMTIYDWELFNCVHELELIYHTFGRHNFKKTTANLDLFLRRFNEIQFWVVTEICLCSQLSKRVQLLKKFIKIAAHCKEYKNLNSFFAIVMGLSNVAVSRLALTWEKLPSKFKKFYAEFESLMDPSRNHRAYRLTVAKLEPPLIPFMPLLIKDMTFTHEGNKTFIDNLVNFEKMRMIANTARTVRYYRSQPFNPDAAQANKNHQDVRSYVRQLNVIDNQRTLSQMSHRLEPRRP
Mm-Cpn inhibitor – Inhibitors of TCP-1 ring complex (TRiC) of Methanococcus maripaludis (MmCpn): qHTS; Potency, µM (highest dose often 76.9 µM), for the others: at the top dose activity, negative = inhibition, hits mostly inhibitors; AID 504842, 2011; actives 0.031% (n = 330,000); purified Mm-Cpn ATPase, ADP Transcreener TR-FRET; Chaperonin Mm-Cpn (Methanococcus maripaludis); also: potency is read from the fitted curve at half-maximal effect; % is scaled to controls: 0 for no effect and ±100 for the full control effect; nearly all actives have a fitted effect of over 80% in size
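ATPase turnover read by TR-FRET ADP competition (Eu cryptate antibody/ADP-d2, 665/590 nm): 10uM ATP final, 25nM Mm-CPN final, 30 min 37degC after 10-min compound preincubation, pH 7.4 Tris/KCl/MgCl2/DTT buffer.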
EPAC2 ag – qHTS for Agonist of cAMP-regulated guanine nucleotide exchange factor 4 (EPAC2): primary screen | Rap guanine nucleotide exchange factor 4 (Homo sapiens), Q8WZA2 | EPAC2 activation, biochemical qHTS; response scale: 100% = 6.5 mM cAMP response | Potency, µM (titrated, usually from 154 µM), for the others: at the top dose activation, hits mostly activators | actives 0.079% (n = 360,000); also: potency is read from the fitted curve at half-maximal effect; nearly all actives have a fitted effect of over 50% in size
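qHTS, titration series. 100 nM EPAC2 / 250 nM Rap1B-BODIPY-GDP / 50 uM GDP; RT; ex 480/em 540 nm, 5-min reads to 30 min. Norm. to 6.5 mM cAMP = activation.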
Nrf2 block – Nrf2 qHTS screen for inhibitors; actives 2.1% (n = 360,000); Potency, µM (highest dose often 46 µM), inactives show top-dose activity change, negative = inhibition, actives largely listed as inhibitors; AID 504444, 2011; A549 ARE-Fluc reporter, luciferase luminescence, 18-24 h; also: potency is read from the fitted curve at half-maximal effect; % is scaled to controls: 0 for no effect and ±100 for the full control effect; nearly all actives have a fitted effect of over 60% in size
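Quantitative HTS in A549 cells stably bearing an antioxidant response element-firefly luciferase construct. Inhibition of Nrf2-driven transcription was scored by luminescence after 18-24 h of compound exposure at 37 °C.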
The depositor's hits bear a star; i = inactive; ? = inconclusive; nt = no result given; [ ] = dose if it differs, or a comment. Unless noted, calls follow the shape of the dose curve; as a rule, active = well fitted curve in the direction sought with a large enough effect; inconclusive = small, poorly fitted or top-dose-only effect, or another doubt; inactive = no such curve, though single readings can be large; an effect the other way counts as inactive or inconclusive.

SMILES	A549 tox	TGFb inhibitor	CCT chaperon mod	Nrf2 ARE act	pAkt inh	EPAC2 antagonist	Mm-Cpn inhibitor	EPAC2 ag	Nrf2 block
Cc1cccc(C)c1OCC(=O)N/N=C/c1ccc2c(c1)OCO2	-3%	-29%	-2.5	-0.4%	i	4%	0%	-11%	nt
O=S(=O)(NC1CCCCC1)c1ccc(Br)s1	3%	7%	4.2	-0.3%	i	-2%	1%	-1%	?
C=CCn1c(COc2ccccc2)nnc1SCC(=O)Nc1ccc2c(c1)OCCO2	13%	-13%	-0.9	0.0%	i	-7%	-1%	4%	nt
O=c1[nH][nH]c(=O)c2nc(Nc3ccccc3)ncc12	0%	-15%	-1.1	-0.3%	i	-2%	nt	-2%	8%
COC(=O)c1c(-c2ccncc2)csc1NC(=O)c1ccoc1C	8%	-1%	-0.8	2.7%	i	-5%	-12%	14%	nt
Cc1[nH]n2cnnc2c(=O)c1Br	-5%	-1%	-3.5	-1.3%	i	1%	0%	1%	0%
Cc1cccc(C(=O)Nc2ccc(C(=O)N/N=C/c3ccc(C)o3)cc2)c1	-6%	0%	-0.1	-0.3%	i	0%	-2%	2%	-7%
C=CCN1C(c2ccc(Br)cc2)=CS/C1=C(/C#N)c1nnc(N2CCOCC2)n1-c1ccccc1	-11%	-25%	1.0	1.8%	i	-16%	1%	-1%	-26%
O=C(NCc1cccs1)C1CCCN1C(=O)Nc1ccc(F)cc1 (stereo not given)	1%	3%	-0.7	0.0%	i	4%	-2%	3%	8%
Fc1ccccc1N=C1NN=C(c2ccccc2)CS1	?	?	3.2	12%	i	-1%	0%	19%	?
Cc1cccc(NC(=O)C2CCN(S(=O)(=O)c3c(C)noc3/C=C/c3ccco3)CC2)c1	-6%	?	nt	3.2%	nt	nt	nt	nt	-19%
CCOC(=O)C1CSC2(CCC(c3ccccc3)CC2)N1 (stereo not given)	10%	15%	0.0	3.1%	i	-15%	-1%	11%	-6%
CCC(=O)N1CCc2cc(S(=O)(=O)NC(CC(C)C)C(=O)NCCc3cccc(C)c3)ccc21 (stereo not given)	-25%	?	nt	-1.1%	nt	nt	nt	nt	?
Cc1nn(-c2ccc([N+](=O)[O-])cc2)c2c1C(c1cccc(Br)c1)N1C(=N2)C(=O)Nc2ccccc21 (stereo not given)	-23%	?	1.9	0.1%	i	4%	2%	-1%	-16%
Cc1cc(C)nc(NS(=O)(=O)c2ccc(N/C=C/C(=O)c3ccc(Cl)c(Cl)c3)cc2)n1	1%	8%	0.9	0.0%	i	-5%	-1%	-6%	6%
O=C1C=C(c2ccc3ncccc3c2)C[C@@H](c2ccc(Cl)cc2)C1	-10%	?	-0.3	-1.3%	i	-1%	-2%	6%	-29%
COc1ccc(CN(CCC(c2ccccc2)C2CCOC(C)(C)C2)C(C)=O)cc1 (stereo not given)	-1%	?	-0.7	-0.9%	i	0%	0%	11%	-27%
CC(C)(C)Cc1c(-c2ccc(Br)cc2)nc2ccc(Br)cn12	nt	16µM*	-1.4	0.2%	i	-23%	nt	16%	nt
Cc1ccccc1NS(=O)(=O)c1nnc(NC(=O)CC(C)C)s1	0%	4%	0.6	0.2%	i	10%	0%	-4%	-7%
Cc1nn(CC(=O)Nc2sc3c(c2C#N)CCC(C(C)(C)C)C3)c(C)c1[N+](=O)[O-] (stereo not given)	2%	-19%	-0.9	-0.2%	i	-9%	1%	-1%	19%
O=C(O)c1ccn2c(C(=O)c3ccccc3)c(-c3ccccc3)cc2c1	-8%	0%	-0.6	2.8%	i	-8%	0%	-5%	10%
COc1ccc(NC(=O)c2nc[nH]c2C(=O)NCc2ccccc2)cc1	0%	-6%	-1.1	0.5%	i	0%	0%	-12%	-19%
O=C(COc1ccc(F)cc1)Nc1ccc(OCc2cc(=O)n3ccsc3n2)cc1	2%	-14%	nt	-0.6%	nt	nt	nt	nt	-12%
Cc1ccccc1C1c2[nH]c3ccccc3c2CCN1C(=O)c1ccc(=O)n(C)n1 (stereo not given)	2%	-27%	-3.5	4.7%	i	2%	-4%	9%	-14%
CS(=O)(=O)N(CC(=O)Nc1c(F)cccc1F)Cc1ccccc1	-15%	10%	-1.8	-0.3%	i	12%	0%	-6%	?
CCCCOP(=O)(c1ccc(N(C)C)cc1)C(O)c1cc(OC)c(OC)c(OC)c1 (stereo not given)	2%	-7%	-3.3	0.2%	i	2%	0%	8%	-3%
CCOC(=O)c1ccc(NC(=O)CCCN2C(=O)NC3(CCCC3)C2=O)cc1	2%	1%	-1.8	-0.4%	i	-1%	1%	1%	5%
COc1ccc(N2C(=O)CC(Nc3ccc(C)cc3)C2=O)cc1 (stereo not given)	5%	23%	-0.8	-0.4%	i	-4%[57.1 µM]	0%	2%	6%
CCOc1ccc(Nc2oc(-c3ccc(Cl)cc3)nc2C#N)cc1	21µM*	-5%	-3.6	2.7%	i	5%	-1%	-4%	2%
COc1ccc(CC(=O)OCC(=O)N2CCc3ccccc32)cc1OC	4%	-5%	0.3	-0.3%	i	1%	-3%	-5%	19%
CCCCN1C(=O)C2(OCCCO2)c2cccc(C)c21	-2%	-1%	2.1	-0.2%	i	7%	0%	7%	-10%
O=C(Nc1ccc(N2CCOCC2)cc1)C1CCN(S(=O)(=O)c2ccccc2F)CC1	3%	-1%	-2.7	0.3%	i	-1%	0%	-1%	6%
CCOc1ccc(OCCCCN2CCCC2)cc1	12%	-6%	-0.1	-0.6%	i	-2%	-1%	4%	1%
OCCC1CN(Cc2cc(F)ccc2F)CCN1CCCc1ccccc1 (stereo not given)	6%	-12%	-1.8	1.9%	i	?	-4%	3%	1%
NC(=O)CC(NC(=O)c1ccccc1)c1ccc(N2CCc3ccccc3C2)c([N+](=O)[O-])c1 (stereo not given)	-6%	5%	0.5	1.0%	i	2%	1%	9%	?
COc1ccc2nc3sc(C(=O)Nc4ccccc4F)cc3cc2c1	1%	-8%	nt	-0.2%	nt	nt	nt	nt	-1%
CCCS(=O)(=O)N1CCN(Cc2ccc([N+](=O)[O-])cc2)CC1	5%	8%	0.9	130%[9.22 µM]	i	4%	-2%	2%	4%
Cc1nn(Cc2ccccc2)c(Cl)c1/C=C/C(=O)OC(C)C(=O)N1CCCC1 (stereo not given)	-1%	-29%	0.6	0.4%	i	10%	-1%	-2%	?
CN(C)c1ccc(/C=N/NC(=O)CN(c2cccc(Cl)c2)S(C)(=O)=O)cc1Br	-20%	?	-2.6	4.3%	i	-3%	1%	11%	nt
CC(C)c1nc2sc3c(SCC(N)=O)ncnc3c2c2c1CCC2	-2%	24%	-1.5	0.0%	i	1%	?	2%	-3%
CC(=O)OCn1ncc(N2CCOCC2)c(Br)c1=O	-4%	-3%	-1.7	12%	i	16%	-1%	3%	-5%
Cc1ccc(-n2c(=O)c3c(c4cc(C)ccc4n3C)n(CC(=O)Nc3c(C)cccc3C)c2=O)cc1	-4%	?	nt	-1.0%	nt	nt	nt	nt	-8%
CN(C)C(=O)c1cc2cc(Br)ccc2s1	2%	5%	-3.5	-0.5%	i	-16%	0%	-1%	-1%
CC1CC(N(C(=O)c2ccco2)c2ccccc2)c2ccccc2N1 (stereo not given)	2%	-9%	-3.0	2.9%	i	5%	2%	16%	-26%
CCn1c(CNC(=O)c2ccccc2F)nnc1SCC(=O)Nc1nncs1	0%	7%	0.4	-0.6%	i	-24%	1%	16%	2%
COc1ccc(NC(=O)/C=C/c2cccc(Br)c2)cn1	-17%	-4%	0.0	5.6%	i	-7%	-5%	3%	16µM*
O=C(c1ccc([N+](=O)[O-])o1)N1CCOCC1	3%	-20%	-2.4	?	i	-3%	-2%	0%	2%
CC1CCC(C(C)C)C(OC(=O)C[n+]2cc(-c3ccc(Cl)cc3)n3c2CCC3)C1 (stereo not given)	-1%	11µM*	-4.1	-1.9%	i	-9%	1%	6%	-17%
COCC(C)n1c(COc2ccccc2F)nnc1SCc1c(C)noc1C (stereo not given)	-4%	2%	-1.2	-0.2%	i	-1%	2%	2%	-4%
COc1ccc(C)cc1Nc1nc(C)nc2c1oc1ccccc12	-10%	-8%	1.0	5.4%	i	4%	0%	14%	?
COc1ccc(C(=O)NCC2(c3ccc(OC)c(OC)c3)CCCC2)c(OC)c1	-3%	-17%	-1.0	0.4%	i	-5%	-2%	23%	1%
CC(C)CC(=O)Nc1cccc(-c2nc3ccccc3o2)c1	nt	-12%	-1.2	-0.3%	i	-2%	1%	-1%	-19%

An excerpt from above in order of their number in CCT chaperon mod, high to low:
| mol | CCT chaperon mod |
| --- | --- |
| COc1ccc(C)cc1Nc1nc(C)nc2c1oc1ccccc12 | 1.0 |
| COc1ccc(C(=O)NCC2(c3ccc(OC)c(OC)c3)CCCC2)c(OC)c1 | -1.0 |
| COCC(C)n1c(COc2ccccc2F)nnc1SCc1c(C)noc1C (stereo not given) | -1.2 |

Only part of the results is shown; rates above refer to the full screens.
